HT1080-NT tox = kills 2HG-producing HT-1080-NT fibrosarcoma cells; Potency, µM (doses to about 46.1 µM), for inactives: top-dose activity, negative = less viability, hits mostly cytotoxic; HT-1080-NT fibrosarcoma viability, CellTiter-Glo ATP luminescence, 48 h; hit rate 1.6% among 360,000;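 further: NT is the 2HG producing partner of a matched IDH1 knockdown line; potency means the concentration at half of the fitted maximal effect; 0% = DMSO-treated cells and -100% = media-only wells without cells; nearly all actives have a fitted effect of over 55% in size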
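HT-1080-NT; 750 cells/well; 5% FBS RPMI; 48 h compound, 37 degrees C; CellTiter-Glo luminescence; curve fitting and curve-class assignment.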
DRD3 antagonist = D3 dopamine receptor (human) antagonism | P35462 | D3R cells, DiscoveRx beta-arrestin luminescence, antagonist mode; stronger effect = lower value | max response, negative = inhibition, % | hit rate 2.5% among 360,000; in the data active means max response below about -50%; inconclusive means no clear call, values can overlap the other calls; further: on the % scale 0 is the no-effect control and ±100 the full control effect; mostly tested at two doses, the higher about 12 µM
Target sequence (P35462 whole entry, looked up): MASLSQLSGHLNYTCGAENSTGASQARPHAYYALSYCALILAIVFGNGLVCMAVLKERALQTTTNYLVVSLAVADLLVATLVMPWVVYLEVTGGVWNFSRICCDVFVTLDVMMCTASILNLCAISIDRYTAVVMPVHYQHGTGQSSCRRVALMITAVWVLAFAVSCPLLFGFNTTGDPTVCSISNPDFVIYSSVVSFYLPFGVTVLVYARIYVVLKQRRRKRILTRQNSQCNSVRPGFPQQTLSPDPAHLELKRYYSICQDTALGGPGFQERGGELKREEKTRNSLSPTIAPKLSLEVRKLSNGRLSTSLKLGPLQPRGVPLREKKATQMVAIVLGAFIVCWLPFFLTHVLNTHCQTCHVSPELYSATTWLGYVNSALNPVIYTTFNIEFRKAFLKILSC
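Cells expressing the human receptor were seeded at 1500 cells/well, incubated overnight at 37 degrees C in 5% CO2, then exposed to library compounds with dopamine controls for 90 minutes at 37 degrees C before luminescent detection.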
SW480 rereplic = induces DNA re-replication in SW480 colon adenocarcinoma cells | hit rate 1.8% among 340,000 | SW480 DNA re-replication, Hoechst DNA content imaging, 48 h | AID 624297 | Potency, µM (titrated, usually from 46.1 µM), inactives show at the highest dose re-replication activation, most hits filed as activators; further: potency means the concentration at half of the fitted maximal effect; % of control where 0% means no effect; nearly all actives have a fitted effect of over 55% in size
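Quantitative HTS format with DMSO vehicle controls; 48 hr drug incubation at 37 C, then 40 min Hoechst staining and scanning imager measurement at 405 nm excitation.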
HT1080 IDH1KD tx = HT-1080 IDH1 knockdown cell toxicity (counter line); HT-1080 IDH1 knockdown viability, ATP luminescence, 48 h; Potency, µM (doses to about 46.1 µM), without a hit: at the highest dose activity, negative = toxicity, usual class: cytotoxic; hit rate 2% among 360,000;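 further: potency means the concentration at half of the fitted maximal effect; 0% = DMSO wells and -100% = cell-free medium wells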
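CellTiter-Glo luminescence after 48 h compound exposure at 37 degrees C of IDH1-knockdown HT-1080 cells in 5% FBS RPMI. %Activity scaled between DMSO wells and cell-free media wells, with curves fitted and assigned curve classes.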
KB-3-1 cytotox = kills parental KB-3-1 adenocarcinoma cells. KB-3-1 viability, CellTiter-Glo ATP luminescence, 72 h. Potency, µM (highest dose often 46.1 µM), inactives show at the top dose activity change, negative = cytotoxic, usual class: cytotoxic. hit rate 1.4% among 400,000; further: potency means the concentration at half of the fitted maximal effect; on the % scale 0 is the no-effect control and ±100 the full control effect; nearly all actives have a fitted effect of over 60% in size
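Parental KB-3-1 viability, qHTS format: 72 h compound exposure, 37 °C; CellTiter-Glo; media-only wells and DMSO plates as controls; concentration-effect fits on corrected data.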
IL-1B inflam inh = inflammasome signaling inhibition, IL-1 beta readout | activity change, % at 57.5 µM | hit rate 4.7% among 360,000 | THP-1 LPS/ATP IL-1B secretion, AlphaLISA, 16 h; stronger effect = lower value | AID 743279; in the data active means activity change below about -50%; inconclusive means mostly about -30% to -49%; further: on the % scale 0 is the no-effect control and ±100 the full control effect
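THP-1 cells pretreated 1 hr with compounds (up to 57.5 uM final), then stimulated with LPS (250 ng/mL final) plus ATP (1.25 mM final); secreted IL-1B measured by AlphaLISA after 16 hr, decreased signal indicating inhibition.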
KB-V1 MDR tox = kills drug-selected multidrug resistant KB-V1 cells; KB-V1 MDR cells viability, CellTiter-Glo, 72 h; Potency, µM (series often up to 46.1 µM), inactives show at the top dose activity change, negative = cytotoxicity, most hits filed as cytotoxic; hit rate 3.4% among 400,000; AID 1347076; further: potency means the concentration at half of the fitted maximal effect; on the % scale 0 is the no-effect control and ±100 the full control effect; nearly all actives have a fitted effect of over 60% in size
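KB-V1 MDR subline cells in DMEM (phenol-red free, 10% FBS) exposed to compounds in qHTS concentration series for 72 h at 37 degrees C. Viability read by CellTiter-Glo luminescence; concentration-effect curves fitted after normalization and correction.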
GLP-1R agonist = agonists of human GLP-1 receptor | P43220 | HEK293 GLP-1R CRE-luciferase, luminescence, 4-6 h; cells express a hypersensitive GLP-1R form | Potency, µM (doses to about 45.6 µM), inactives show at the top dose activation, most hits filed as activators | hit rate 0.007% among 380,000 | AID 624172; further: potency means the concentration at half of the fitted maximal effect; % of control where 0% means no effect
Target sequence (P43220 whole entry, looked up): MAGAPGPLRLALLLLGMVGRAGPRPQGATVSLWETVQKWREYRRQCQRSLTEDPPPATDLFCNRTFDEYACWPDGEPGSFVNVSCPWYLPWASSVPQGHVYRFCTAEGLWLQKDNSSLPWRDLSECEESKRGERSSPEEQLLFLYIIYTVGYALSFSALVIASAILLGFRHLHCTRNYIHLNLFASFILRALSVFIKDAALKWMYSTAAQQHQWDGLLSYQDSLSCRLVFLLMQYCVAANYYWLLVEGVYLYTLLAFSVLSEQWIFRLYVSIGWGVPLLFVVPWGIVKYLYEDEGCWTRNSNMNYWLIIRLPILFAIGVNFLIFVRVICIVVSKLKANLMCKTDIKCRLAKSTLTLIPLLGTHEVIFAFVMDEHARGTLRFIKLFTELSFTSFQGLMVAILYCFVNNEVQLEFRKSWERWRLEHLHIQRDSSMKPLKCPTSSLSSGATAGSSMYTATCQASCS
D3 ag = agonists of human D3 dopamine receptor. max activation, %. hit rate 0.58% among 410,000. P35462. D3R DiscoveRx beta-arrestin cells, luminescence, 90 min; in the data active means max activation above about 30%; further: 0% is about no effect; mostly tested at two doses, the higher about 12 µM
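Cells at 1500/well, incubated overnight, then treated with pinned compounds (dopamine as control) for 90 min at 37 degrees C. DiscoveRx reagent added for 30 - 60 minutes at room temperature; luminescence read.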
* hit, by the source's call; ? = inconclusive; nt = not tested or not shown; [ ] = dose if it differs, or a comment. Unless noted, the call rests on the fitted dose curve; in most records, active means well fitted curve in the direction sought with a large enough effect; inconclusive means small, poorly fitted or top-dose-only effect, or another doubt; inactive means no such curve, though single readings can be large; an effect the other way counts as inactive or inconclusive.

SMILES	HT1080-NT tox	DRD3 antagonist	SW480 rereplic	HT1080 IDH1KD tx	KB-3-1 cytotox	IL-1B inflam inh	KB-V1 MDR tox	GLP-1R agonist	D3 ag
C[C@@H]1CN([C@H](C)CO)C(=O)CCCn2cc(nn2)CO[C@H]1CN(C)C(=O)Nc1ccc(C(C)(C)C)cc1	3%	-100*	nt	1%	0%	2	-8%	-4%	-14
Cc1nn2c(N)c(C#N)cnc2c1-c1ccc(Cl)cc1	0%	9	0%	16%	15%	27	6%	-3%	1
Cc1ccc(Cl)cc1NC(=O)c1ccccn1	-11%	4	-12%	0%	2%	16	16%	5%	0
CN(C(=O)CSc1nnc2n1CCCCC2)C1(C#N)CCCCC1	12%	7	7%	17%	0%	-2	0%	9%	2
COc1ccc2c(C(F)(F)F)cc(=O)oc2c1C	7%	15	3%	9%	-2%	15	13%	-4%	7
CN(CC(=O)NC(=O)NCc1ccco1)CC(=O)Nc1ccccc1Cl	1%	1	2%	0%	7%	13	-21%	3%	3
Cc1ccc2oc(C(=O)N(C)Cc3ccon3)c(C)c2c1	4%	-4	-6%	-5%	-2%	-3	1%	6%	-3
CCN1CCN(C2=C(NS(=O)(=O)c3ccccc3)C(=O)c3ccccc3C2=O)CC1	5%	-14	18µM*	-3%	?	54	?	-7%	-11
O=C(O/N=C1\CCCCC1c1ccc([N+](=O)[O-])cc1[N+](=O)[O-])c1c(F)cccc1F (configuration not stated)	2%	-10	6%	0%	-17%	13	18%	-6%	-2
CCOc1ccc(N(CC(=O)NC2CCCC2)C(=O)CCC(=O)Nc2nccs2)cc1	3%	1	1%	-2%	11%	-52*	-2%	5%	7
COc1ccc(OC)c(CN2CCC(C(=O)N3CCOCC3)CC2)c1	-5%	0	0.52µM*	-2%	1%	3	0%	11%	-4
Cn1c(=O)n(C)c2cc([N+](=O)[O-])c(N3CCN(S(=O)(=O)c4ccc(C(C)(C)C)cc4)CC3)cc21	5%	-11	2%	-13%	18%	-30	-8%	-1%	-4
COC(=O)CCc1cccc(CCC(=O)OC)c1	7%	16	-1%	5%	12%	0	?	9%	14
COC(=O)c1c(C(=O)OC)c(-c2ccc(Br)cc2)n2c1CS(=O)C2 (configuration not stated)	-7%	-18	?	-4%	0%	6	-11%	-8%	-1
COc1cccc(C(=O)Nc2c(C(=O)N3CCN(c4ccc(F)cc4)CC3)oc3ccccc23)c1	nt	nt	nt	nt	0%	nt	?	-7%	0
CC(Sc1nnc(CN2CCCC2)n1Cc1ccccc1)C(=O)Nc1ccc(F)cc1 (configuration not stated)	-17%	13	-1%	-5%	-18%	-7	-4%	-5%	-6
COc1cccc(/C=C/C(=O)c2ccc3c(c2)OCO3)c1OC	-10%	10	?	?	?	-20	23µM*	0%	2
CCOC(=O)C1=C(C)NC2=C(C(=O)c3ccccc32)C1c1cccc2ccccc12 (configuration not stated)	-14%	-26	?	0%	?	-12	?	15%	-6
O=C1C2CCCN2C(=O)N1CCCN1CCN(c2ccc([N+](=O)[O-])cc2)CC1 (configuration not stated)	-10%	-23	-7%	-5%	-15%	20	-13%	-4%	-1
Cc1c(CCO)sc[n+]1CC(=O)OC12CC3CC(CC(C3)C1)C2	0%	11	-5%	6%	1%	-2	13%	4%	4
Cc1ccc(-c2nc3ccccc3n3nnnc23)cc1	3%	8	2%	2%	-15%	2	?	15%	-1
Cc1cc2c(SCC(=O)NCC3CCCO3)ncnc2s1 (configuration not stated)	1%	15	10%	-1%	1%	6	6%	6%	14
CCOc1ccc(NCC2CCOC(C)(C)C2)cc1 (configuration not stated)	7%	0	0%	11%	0%	10	9%	4%	2
Cc1ccc2c(-c3ccc([N+](=O)[O-])cc3)cc(=O)[nH]c2c1	?	2	-10%	?	-7%	-5	-11%	0%	6
CCOc1ccc(C(=O)Nc2nnc(S(=O)(=O)N3CCCCC3)s2)cc1	1%	4	2%	1%	1%	7	11%	-1%	0

Part of the list above in order of formula weight, falling:
SMILES	HT1080-NT tox	DRD3 antagonist	SW480 rereplic	HT1080 IDH1KD tx	KB-3-1 cytotox	IL-1B inflam inh	KB-V1 MDR tox	GLP-1R agonist	D3 ag
Cn1c(=O)n(C)c2cc([N+](=O)[O-])c(N3CCN(S(=O)(=O)c4ccc(C(C)(C)C)cc4)CC3)cc21	5%	-11	2%	-13%	18%	-30	-8%	-1%	-4
COc1cccc(C(=O)Nc2c(C(=O)N3CCN(c4ccc(F)cc4)CC3)oc3ccccc23)c1	nt	nt	nt	nt	0%	nt	?	-7%	0
CCOc1ccc(N(CC(=O)NC2CCCC2)C(=O)CCC(=O)Nc2nccs2)cc1	3%	1	1%	-2%	11%	-52*	-2%	5%	7
COC(=O)c1c(C(=O)OC)c(-c2ccc(Br)cc2)n2c1CS(=O)C2 (configuration not stated)	-7%	-18	?	-4%	0%	6	-11%	-8%	-1
COc1ccc(OC)c(CN2CCC(C(=O)N3CCOCC3)CC2)c1	-5%	0	0.52µM*	-2%	1%	3	0%	11%	-4
COc1cccc(/C=C/C(=O)c2ccc3c(c2)OCO3)c1OC	-10%	10	?	?	?	-20	23µM*	0%	2
Cc1ccc2oc(C(=O)N(C)Cc3ccon3)c(C)c2c1	4%	-4	-6%	-5%	-2%	-3	1%	6%	-3
CCOc1ccc(NCC2CCOC(C)(C)C2)cc1 (configuration not stated)	7%	0	0%	11%	0%	10	9%	4%	2
Cc1ccc(-c2nc3ccccc3n3nnnc23)cc1	3%	8	2%	2%	-15%	2	?	15%	-1
COc1ccc2c(C(F)(F)F)cc(=O)oc2c1C	7%	15	3%	9%	-2%	15	13%	-4%	7

More entries.
SMILES	HT1080-NT tox	DRD3 antagonist	SW480 rereplic	HT1080 IDH1KD tx	KB-3-1 cytotox	IL-1B inflam inh	KB-V1 MDR tox	GLP-1R agonist	D3 ag
CCCCn1c(N)c(N(CC(C)C)C(=O)CSCC(=O)Nc2ccc(C)cc2)c(=O)[nH]c1=O	-3%	?	-5%	8%	8%	-13	-1%	-4%	-15
Cc1[nH]c2ccccc2c1C(=O)C(=O)N1CC(C)OC(C)C1 (configuration not stated)	9%	15	-2%	2%	5%	-3	-12%	-12%	2
CC(=O)c1c(C)[nH]c(C(=O)CSc2nnc(-c3ccco3)o2)c1C	-1%	6	21%	-4%	-28%	-23	-17%	11%	4
COc1cccc(S(=O)(=O)NCc2ccc(C(=O)NCc3ccccn3)cc2)c1	2%	9	?	10%	nt	6	nt	-6%	5
Cc1ccc(C)c(N)c1	21%	-1	2%	-1%	0%	18	6%	-5%	-9
Cc1ccc(S(=O)(=O)c2cn(CC(=O)Nc3cccc(C)c3)c3cc4c(cc3c2=O)OCO4)cc1	nt	nt	nt	nt	0%	nt	9%	0%	-5
CCOCCSc1nc2c(c(-c3cccs3)c1C#N)CC/C2=C/c1cccs1	-16%	-6	?	-38%	-1%	15	-7%	0%	-10
NC(=O)c1cc([N+](=O)[O-])c(Cl)cc1NCc1ccccn1	2%	?	?	-3%	0%	-7	4%	4%	-19
CCN(CCCNC(=O)C1CCC(=O)N1Cc1ccc(F)cc1)c1cccc(C)c1 (configuration not stated)	-11%	1	-1%[9.22 µM]	-12%	4%	-8	?	-3%	5
Cc1cccc(-c2noc(-c3ccccc3C(=O)NCc3ccco3)n2)c1	-8%	-6	-10%[9.22 µM]	-16%	-18%	?	?	0%	-4
O=C(Cc1ccc(NC(=O)C2CCCN(C(=O)C3CCCC3)C2)cc1)Nc1ccc(C(=O)N2CCOCC2)cc1 (configuration not stated)	-2%	-11	-23%	0%	0%	-22	-3%	5%	-8
O=C(CNc1cccc2ccccc12)N/N=C/c1ccc([N+](=O)[O-])cc1	-3%	3	0%	0%	-3%	3	10%	2%	6
C=CCc1ccc(OCC(O)CN2CCN(Cc3ccccc3)CC2)c(OC)c1 (configuration not stated)	8%	?	-9%	10%	-14%	-7	0%	-6%	-9
CCCN(CC(=O)Nc1ccccc1OC)C(=O)CN1C(=O)NC2(CCCCC2)C1=O	-3%	0	13%	-2%	-1%	0	0%	0%	3
COc1ccc(NC(=O)CCN2C(=O)C3C4C=CC(C4)C3C2=O)cc1 (configuration not stated)	-13%	2	1%	-11%	0%	27	0%	6%	1
COc1ccc(NC(=O)NS(=O)(=O)c2ccc(C)cc2)cn1	-19%	13	-3%	-23%	0%	22	0%	0%	1
O=C(NCc1ccccc1)c1onc(CSc2ccccn2)c1C(=O)NCc1ccccc1	0%	7	-13%	-5%	-12%	-8	?	8%	3
COc1ccc(Nc2n[nH]c(N)c2C(N)=O)cc1	-2%	-22	7%	-2%	-2%	4	8%	-5%	-9
COC(=O)c1sccc1NC(=O)Cn1cnc2c1c(=O)n(C)c(=O)n2C	22%	27	-6%	18%	-6%	5	?	0%	0
O=C(CSCc1ccccc1)Nc1ccccc1C(=O)Nc1ccc(C(=O)O)cc1	-2%	4	?	-3%	0%	-5	-7%	3%	4
Cc1ccc(OCC(=O)Nc2cccc(-c3nnc(-c4ccccc4)o3)c2)cc1	0%	57	5%	18%	11%	-4	2.3µM*	-1%	4
N#Cc1c(NCCO)ccc([N+](=O)[O-])c1NCCO	13%	-18	-3%	12%	6%	nt	0%	5%	-17
CCOC(=O)CN1C(=O)/C(=C/c2ccc(Cl)cc2)Oc2ccccc21	24%	0	0%	19%	1%	-9	?	20%	7
COc1ccc(-n2nnnc2SCC(=O)NCCc2ccccc2)cc1	nt	nt	nt	nt	-2%	nt	0%	2%	5
CC1(C)CN(c2ccc(-c3ccnc4ncnn34)cc2)C1=O	3%	11	-6%	8%	7%	24	-6%	-5%	5
C=CCc1c(C)nc(C)nc1N/N=C/c1ccc([N+](=O)[O-])cc1	?	?	3%	9%	18%	37	-4%	-4%	-1
